Tb PFK inh = qHTS Assay to Find Inhibitors of T. brucei phosphofructokinase; ATP-dependent 6-phosphofructokinase (Trypanosoma brucei brucei), O15648; T. brucei PFK, ADP-Glo luminescence; Potency, µM (highest dose often 57.5 µM), without a hit: at the top dose activity, negative = inhibition, hits mostly inhibitors; actives 0.17% (n = 330,000); AID 485367, 2010;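 also: potency is read from the fitted curve at half-maximal effect; 0% = uninhibited 1x PFK enzyme wells and -100% = no-enzyme wells; nearly all actives have a fitted effect of over 60% in size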
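PFK 1.25 nM, F6P 0.5 mM, ATP 0.1 mM, 0.1 M TEA pH 8.0, 5 mM MgCl2, 0.01% Tween20, 0.1% BSA; 45 min RT. ADP-Glo readout. qHTS titration up to 57 uM; curves fitted, compounds curve-classed.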
ELG1 repair inh = qHTS screen for small molecules that inhibit ELG1-dependent DNA repair in human embryonic kidney (HEK293T) cells expressing luciferase-tagged ELG1 | HEK293T ELG1-luciferase reporter, luminescence, 16 h; DNA damage induced by 5-fluorouridine | Potency, µM (titrated, usually from 46.1 µM), for the others: at the highest dose activity change, negative = inhibition, actives largely listed as inhibitors | actives 2.3% (n = 330,000); also: potency is read from the fitted curve at half-maximal effect; % is scaled to controls: 0 for no effect and ±100 for the full control effect; nearly all actives have a fitted effect of over 55% in size
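In this reporter screen, reduction of luminescence relative to DMSO vehicle indicated activity. Compounds and 5-fluorouridine were added together to 2,000 cells per well, incubated for 16 hr at 37 °C, then developed with ONE-Glo.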
Integrin act MD = qHTS for Activators of Integrin-Mediated Alleviation for Muscular Dystrophy; alpha7betagal myoblasts, beta-gal FDG fluorescence, 48 h; Potency, µM (doses to about 38.3 µM), inactives show at the top dose activation, usual class: activators; actives 0.064% (n = 350,000);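 also: potency is read from the fitted curve at half-maximal effect; 100% = response of the positive control SU9516; nearly all actives have a fitted effect of over 60% in size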
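alpha7betagal+/- myoblasts (passage 13, 250/well) treated 48 h at 37C with compounds at 1:260 dilution of DMSO stock. Lysed, then beta-galactosidase activity read as FDG fluorescence (ex 480/em 540) after 30 min, with pre-read for autofluorescence.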
Eya2 inh = qHTS Assay for Inhibitors of the Phosphatase Activity of Eya2. recombinant Eya2, OMFP fluorescence dephosphorylation (OMFP is methylfluorescein phosphate). actives 0.006% (n = 330,000). Potency, µM (highest dose often 76.9 µM), for inactives: at the highest dose activity, negative = inhibition, hits mostly inhibitors. Protein phosphatase EYA2 (Homo sapiens), O00167; also: potency is read from the fitted curve at half-maximal effect; % is scaled to controls: 0 for no effect and ±100 for the full control effect
Target sequence (O00167 whole entry, looked up): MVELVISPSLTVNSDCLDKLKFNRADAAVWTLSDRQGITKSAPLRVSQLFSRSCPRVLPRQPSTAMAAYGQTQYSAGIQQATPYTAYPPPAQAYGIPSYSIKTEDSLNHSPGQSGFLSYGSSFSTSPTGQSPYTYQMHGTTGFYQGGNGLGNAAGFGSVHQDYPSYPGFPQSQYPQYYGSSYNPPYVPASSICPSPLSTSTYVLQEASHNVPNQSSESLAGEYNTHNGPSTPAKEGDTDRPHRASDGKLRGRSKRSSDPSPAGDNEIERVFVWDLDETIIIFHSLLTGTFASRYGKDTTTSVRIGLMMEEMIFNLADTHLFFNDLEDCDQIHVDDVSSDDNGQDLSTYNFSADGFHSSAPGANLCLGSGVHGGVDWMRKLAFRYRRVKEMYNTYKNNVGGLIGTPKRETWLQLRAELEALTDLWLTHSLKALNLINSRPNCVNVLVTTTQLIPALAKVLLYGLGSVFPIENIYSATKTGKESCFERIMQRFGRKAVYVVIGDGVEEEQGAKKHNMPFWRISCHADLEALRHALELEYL
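Eya2 (0.2 uM) preincubated 10 min at ambient with compound, then OMFP substrate added at 50 uM; 10 min reaction in 50 mM HEPES pH 7.5, 50 mM NaCl, 5 uM MgCl2, 0.05% BSA, 1 mM DTT. Fluorescence read at Ex 485/Em 525 nm.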
TSHR antagonist = Antagonists of the Thyroid Stimulating Hormone Receptor: HTS campaign; AID 504810, 2011; Thyrotropin receptor (Homo sapiens), P16473; TSHR-expressing cells, TSH-stimulated cAMP HTRF, 2 h; stronger effect = lower value; actives 0.2% (n = 330,000); activity change, negative = inhibition, % at 11.5 µM;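 active = activity change below a set negative limit, meaning inhibition stronger than a set level, cut at about -70% in these data; inconclusive = activity change between two set negative limits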; also: % is scaled to controls: 0 for no effect and ±100 for the full control effect
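TSHR-expressing cells, 200/well, pre-treated with compound, then stimulated with EC80 TSH (4nM final) for 2 hours at 37 deg C. cAMP measured by competitive HTRF: anti-cAMP cryptate antibody in lysis buffer plus cAMP-d2, read after 30 minutes at room temperature.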
Chronic BCR inh = qHTS Assay to Find Inhibitors of Chronic Active B-Cell Receptor Signaling | ABC-DLBCL IkBa-CBG/CBR reporter, luminescence ratio, 4 h | Potency, µM (doses to about 46.1 µM), for the others: at the top dose ratio change, negative = lower green/red ratio, most hits filed as inhibitors | actives 0.05% (n = 340,000) | AID 493014, 2011; active = well fitted inhibition curve with a large enough effect in the signal ratio, with a control signal flat, not every such curve was filed as active; inconclusive = small, poorly fitted or top-dose-only effect, or effect the other way, or a change in a side signal; the % refers to the signal ratio;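 also: potency is read from the fitted curve at half-maximal effect; plate controls were basal doxycycline-induced cells for no effect and cells given 10 µM MG132 for full effect; MG132 reads +100%, hits lower the ratio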
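TMD8 human ABC-DLBCL cells with doxycycline-inducible IκBα–green luciferase fusion and unfused red luciferase, in 0.5% FBS medium; compounds up to 46 uM, 4 h at 37C. Green/red luminescence ratio, filter-overlap corrected, fitted to concentration-response curves.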
ASM inhibitor = Inhibitors of Secretory Acid Sphingomyelinase (S-ASM): qHTS; Sphingomyelin phosphodiesterase (Homo sapiens), P17405; placental ASM, HMU-PC fluorogenic substrate, 60 min; Potency, µM (titrated, usually from 57.5 µM), for the others: at the top dose activity change, negative = inhibition, usual class: inhibitors; actives 0.006% (n = 340,000); AID 504937, 2011; also: potency is read from the fitted curve at half-maximal effect
Target sequence (P17405 47-631 limits assumed): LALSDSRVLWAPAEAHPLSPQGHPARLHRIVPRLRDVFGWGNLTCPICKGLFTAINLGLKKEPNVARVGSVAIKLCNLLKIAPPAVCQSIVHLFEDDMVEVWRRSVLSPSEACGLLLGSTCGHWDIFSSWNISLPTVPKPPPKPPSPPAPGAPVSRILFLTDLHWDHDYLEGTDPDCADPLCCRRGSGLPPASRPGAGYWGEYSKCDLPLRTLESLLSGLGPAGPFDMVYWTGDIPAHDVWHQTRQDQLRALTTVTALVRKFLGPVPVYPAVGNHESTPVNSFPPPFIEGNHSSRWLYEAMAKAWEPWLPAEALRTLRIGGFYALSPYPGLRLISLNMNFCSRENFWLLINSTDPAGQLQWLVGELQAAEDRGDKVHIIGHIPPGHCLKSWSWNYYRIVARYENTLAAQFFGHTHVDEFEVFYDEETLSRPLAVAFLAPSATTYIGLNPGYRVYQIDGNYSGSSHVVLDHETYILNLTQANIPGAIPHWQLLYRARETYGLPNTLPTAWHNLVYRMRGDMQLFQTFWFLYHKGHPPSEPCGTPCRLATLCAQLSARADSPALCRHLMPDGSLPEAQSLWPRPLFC
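Human placenta-derived ASM enzyme was preincubated with compound for 10 minutes at room temperature, then given fluorogenic substrate HMU-PC0 (9 uM final) for 60 minutes at 37 °C; a pH 10 stop preceded fluorescence reading at Ex 386/Em 447 nm.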
Mito fusion yeast = qHTS Assay for Small Molecule Inhibitors of Mitochondrial Division or Activators of Mitochondrial Fusion | S. cerevisiae fusion-defective mutant growth rescue, CellTiterGlo 48 h | Potency, µM (top dose mostly 46.1 µM), for inactives: top-dose growth rescue (activation), most hits filed as activators | actives 0.23% (n = 320,000);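 also: potency is read from the fitted curve at half-maximal effect; % of control where 0% means no effect; nearly all actives have a fitted effect of over 45% in size; temperature-sensitive fusion mutants such as fzo1-1 at 37 °C on non-fermentable ethanol glycerol medium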
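Growth-rescue viability read-out: after 48 h at the non-permissive 37C in glycerol/ethanol YPEG, yeast mitochondrial fusion mutants are measured by CellTiterGlo luminescence; compounds (23 nl pinned per well) restoring growth score as division inhibitors or fusion activators.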
AT treatment = qHTS Assay for Identifying a Potential Treatment of Ataxia-Telangiectasia; […] A-T fibroblasts, KAP-1 phosphorylation AlphaLISA; neocarzinostatin DNA damage 30 min before lysis; actives 0.19% (n = 320,000); Potency, µM (doses to about 57.5 µM), for the others: at the highest dose activation, usual class: activators; also: potency is read from the fitted curve at half-maximal effect; % of control where 0% means no effect; nearly all actives have a fitted effect of over 45% in size
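hTERT-immortalized A-T patient fibroblasts ([…]), 500 cells/well in OPTI-MEM, 1% FBS, got compounds for 60 min, then NCS for 30 min at 37C. Lysates were then assayed for phospho-KAP-1 by AlphaLISA (anti-pKAP1 donor, anti-KAP1 acceptor beads), 6 hr at 25C.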
PTAP TSG101 blk = qHTS Assay for Iinhibitors of HIV-1 Budding by Blocking the Interaction of PTAP/TSG101; Fluorescence polarization, FITC-PTAP peptide / Tsg101 binding; Potency, µM (doses to about 115 µM), inactives show at the highest dose activity change, negative = inhibition, actives largely listed as inhibitors; 340,000 tested, under 10 active; active = well fitted inhibition curve with a large enough effect in the main read-out, with a control signal flat, not every such curve was filed as active; inconclusive = small, poorly fitted or top-dose-only effect, or effect the other way, or a change in a side signal; inactive = no such curve, though single readings can be large or run the other way; also: potency is read from the fitted curve at half-maximal effect; % of control where 0% means no effect
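Compounds were pin-transferred onto Tsg101 binding domain (10 uM final) in HEPES pH 7.5 buffer, then FITC-PTAP peptide was added at 50 nM final. After 20 min at RT, polarization reported peptide displacement across a qHTS concentration series.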
TCR act = Activators of T cell receptors: qHTS campaign; 330,000 tested, under 10 active; primary human leukocytes, anti-CD3, IL-2 HTRF, 48 h; Potency, µM (highest dose often 9.22 µM), inactives show at the highest dose activation of IL-2 secretion, actives largely listed as activators; also: % of control where 0% means no effect
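Primary human leukocytes were stimulated with a-CD3 beads plus compounds for 48 hr without co-stimulation; secreted IL-2 was quantified by HTRF using a-IL-2-K (europium cryptate) and a-IL-2-d2, excited at 320nm with acceptor emission read at 665nm.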
The depositor's hits bear a star; ? = inconclusive; · = not tested or not shown; [ ] = dose if it differs, or a comment. Unless noted, calls follow the shape of the dose curve; as a rule, active = well fitted curve in the direction sought with a large enough effect; inconclusive = small, poorly fitted or top-dose-only effect, or another doubt; inactive = no such curve, though single readings can be large; an effect the other way counts as inactive or inconclusive.

SMILES | Tb PFK inh | ELG1 repair inh | Integrin act MD | Eya2 inh | TSHR antagonist | Chronic BCR inh | ASM inhibitor | Mito fusion yeast | AT treatment | PTAP TSG101 blk | TCR act
CC1CN(C(=O)Cn2cc(SCC(=O)N3CCOCC3)c3ccccc32)CC(C)O1 (centres undefined) | -0.9% | ? | -16.2% | 5.7% | 35.1 | 7.5% | -0.8% | 7.7% | 19.3% | -0.5% | 10.2%
Cc1ccc(N=C2C(=O)Nc3c(C)cccc32)cc1 | 1.2% | -9.4% | -41.9%[inhibitor] | -21.1% | 21.1 | -9.8% | -2.0% | 3.3% | 22.7% | -3.0% | 1.4%
Cc1ccc(-n2nnc3c(=O)n(CC(=O)N4CCOCC4)cnc32)cc1 | -5.2% | 14.9% | 1.8% | -10.4% | -0.9 | 8.9% | -0.8% | -7.3% | 7.9% | 1.0% | -9.4%
COc1ccc(N2CCN(C(=O)CCS(=O)(=O)c3ccc4c(c3)CCN4C(=O)C3CC3)CC2)cc1 | -4.9% | ? | 37.8% | 4.0% | 9.8 | 0.0% | 0.0% | 0.9% | 1.0% | -3.2% | -6.5%
CC(=O)c1ccc(S(=O)(=O)NCCC(=O)OC(C)C(=O)Nc2ccc(F)cc2)cc1 (centres undefined) | -2.5% | ? | 10.0% | -0.4% | -6.4 | 8.8% | 3.7% | 1.6% | -9.5% | -5.6% | -3.7%
Cc1[nH]c2ccc(C(=O)NCCCN(C)C3CCCCC3)cc2c1C | 0.3% | 18.9% | -66.6%[inhibitor] | 0.6% | -5.8 | -1.1% | 1.2% | 8.5% | -3.6% | -3.9% | 5.1%
Cc1cc(C)c(NC(=O)COC(=O)c2cccc3c2C(=O)c2ccccc2C3=O)c(C)c1 | 4.0% | 13µM* | -36.1% | 7.4% | -7.0 | ? | -21.2% | 29.0% | -3.7% | -6.3% | -5.5%[46.1 µM]
CCc1nc(SCC(=O)NCCc2ccccc2)c2oc3ccccc3c2n1 | -5.1% | ? | 9.0% | -5.7% | -0.3 | -1.6% | -2.6% | 3.3% | -4.8% | -1.6% | 4.6%
CCCOc1ccc(C(=O)CCC(=O)NNC(=O)c2ccncc2)cc1 | -15.8% | -4.9% | 11.0% | -8.2% | -16.8 | 6.2% | -2.7% | 0.9% | 2.1% | -1.0% | 6.8%
O=C(c1[nH]ncc1-c1ccc(Cl)cc1)C1CO1 (centres undefined) | -4.0% | ? | -57.0%[inhibitor] | 2.6% | 2.4 | ? | 5.1% | -16.6% | -4.1% | -1.9% | -4.3%
S=c1[nH]nc(CSCCOc2ccccc2)o1 | -14.3% | 9.2% | -0.2% | -1.6% | 7.5 | 13.8% | 0.0% | -1.0% | -6.7% | -3.6% | 7.8%
CCOC(=O)N1CCN(C(c2ccc(C(C)C)cc2)c2sc3nc(C)nn3c2O)CC1 (centres undefined) | -14.3% | 0.7% | -14.9% | -14.1% | 10.5 | 0.9% | -6.1% | -7.8% | -5.6% | -2.6% | -4.1%
O=C(O)CC12CC3CC(C1)CC(n1ncc(NCc4ccc(F)cc4Cl)c(Cl)c1=O)(C3)C2 | -0.3% | ? | -5.2% | 1.5% | 2.1 | 8.6% | -1.1% | -1.1% | -2.1% | -0.6% | 1.4%
CN(C)C(=O)/C(=C/c1cn(-c2ccccc2)nc1-c1cccc([N+](=O)[O-])c1)NC(=O)c1ccccc1 | 0.3% | ? | 20.5% | 3.6% | -9.1 | 4.0% | -0.4% | -3.2% | 4.6% | 0.5% | 11.8%[46.1 µM]
O=C(CO)N/N=C/c1cccc(Cl)c1Cl | 0.0% | ? | -1.7% | 0.8% | 27.3 | -10.0% | 2.0% | -7.1% | -4.0% | -4.3% | -1.8%[46.1 µM]
C/C(=N/N=C/c1ccccc1O)c1ccccc1O | -0.3% | ? | -4.1% | -7.5% | -6.3 | ? | -3.2% | 1.7% | -9.1% | -0.3% | -0.7%
COc1cc(NC(=O)COC(=O)Cn2cnc3c2c(=O)n(C)c(=O)n3C)cc(OC)c1 | -0.3% | 12.7% | -13.4% | 0.9% | 4.7 | -0.1% | 3.2% | -0.5% | -12.9% | -3.8% | 9.5%
CCCn1c(=N)n(CCOc2ccc(OC)cc2)c2ccccc21 | -3.0% | -3.8% | -49.4%[inhibitor] | -21.2% | 8.1 | -3.4% | -0.2% | -6.4% | 4.8% | -1.0% | -0.2%
Cc1cnc(NC(=O)Cc2ccc(Br)cc2)s1 | -2.7% | 11.0% | 19.4% | ? | -3.5 | -1.9% | -2.4% | -13.9% | -0.7% | -2.8% | -3.5%
CCCCOc1ccc(C(=O)N=c2sccn2C)cc1OC | -0.4% | ? | 7.8% | -9.0% | -4.1 | 2.3% | -1.5% | 12.2% | 1.7% | -4.7% | 2.9%
COc1ccc(-c2cc(=O)c3ccccc3n2C)cc1 | -2.3% | ? | 10.7% | -11.6% | -3.3 | -11.3% | -0.7% | -2.0% | -3.5% | -5.6% | 2.4%[46.1 µM]
N#Cc1ccc(OCCOCCNC2CCCC2)cc1 | -0.1% | 1.3% | -42.1% | 1.1% | 21.9 | -2.1% | 1.4% | -8.0% | · | -0.3% | 0.7%[46.1 µM]
C/C(=N\O)c1c(O)cc(-c2ccccc2)n(-c2ccccc2)c1=O | -2.0% | -9.6% | -5.1% | 19.5% | -3.0 | -26.9% | -1.5% | 2.3% | 1.1% | 35.9%[activator] | -0.3%
CC(=O)N1CC(C)Sc2ccc(S(=O)(=O)NC3CCCCC3C)cc21 (centres undefined) | -0.8% | -11.9% | ? | -9.6% | -6.0 | -1.2% | 2.2% | 1.9% | -0.9% | -0.4% | -1.1%
COC(Cc1n[nH]c(=S)n1-c1ccc(Cl)cc1)OC | 0.2% | 6.2% | -18.7% | 6.8% | -9.2 | -1.8% | 0.0% | 1.4% | 1.0% | -3.7% | 9.1%
Cc1nc(NC(=O)c2cccc(Cl)c2)sc1-c1csc(Nc2cccc(Cl)c2)n1 | 3.3% | -16.5% | · | 4.8% | -2.5 | 6.0% | · | -7.6% | 5.0% | · | ·
CN(C)S(=O)(=O)c1ccc(N)c([N+](=O)[O-])c1 | -1.3% | 9.4% | 7.5% | -32.4% | -1.7 | -0.2% | -1.3% | -10.6% | 0.7% | -5.3% | 4.7%
O=C1NN=C(c2ccccc2)CC1c1ccc(Cl)cc1Cl (centres undefined) | 0.6% | -26.6% | -12.7% | 9.4% | -7.5 | 21.7% | -8.4% | -1.7% | 0.1% | -3.1% | -3.1%
CCc1nc2c(c(=O)c3ccccc3n2C)c(=O)n1CCc1ccc(OC)cc1 | 6.2% | 1.7% | · | -8.1% | -10.6 | ? | · | 7.0% | -3.2% | · | 4.1%[46.1 µM]
O=C(NC1=NCCS1)c1ccc(Cl)cc1 | -9.1% | ? | -2.0% | 12.9% | 6.4 | ? | 3.8% | 3.5% | -4.6% | -1.6% | 0.4%
O=c1c2[nH]cnc2n(-c2cccc(Br)c2)c(=O)n1Cc1ccccc1 | -9.0% | -2.7% | -43.7% | -2.8% | 53.2 | ? | -1.8% | 23.2% | -5.9% | -4.7% | -4.5%
CC(NS(=O)(=O)c1ccccc1)c1n[nH]c(=S)n1-c1ccccc1 (centres undefined) | -3.8% | 4.7% | 9.5% | -2.6% | 3.6 | -0.7% | -0.8% | 8.9% | -10.1% | -0.4% | 0.2%
